Assay outcomes: PubChem BioAssay, National Center for Advancing Translational Sciences (NCATS)
SNCA expr inh: SNCA gene expression inhibition. HEK-293 SNCA-luciferase knock-in, luminescence, 24 h. Potency, µM (top dose mostly 57.2 µM), without a hit: top-dose activity change, negative = inhibition, actives largely listed as inhibitors. 0.17% of 140,000 active;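 further: potency means the concentration at half of the fitted maximal effect; plate controls were DMSO cells for no effect and cell-free wells for full effect; nearly all actives have a fitted effect of over 45% in size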
3T3 cytotox: cytotoxic compounds in NIH 3T3 cells; Potency, µM (highest dose often 96.7 µM), for the others: at the top dose activity change, negative = cytotoxicity, usual class: inhibitors; NIH 3T3 viability, CellTiter-Glo ATP luminescence, 48-72 h; 4.3% of 94,000 active; further: potency means the concentration at half of the fitted maximal effect; nearly all actives have a fitted effect of over 55% in size
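Luminescent ATP readout (CellTiter-Glo, 10 min RT) after 48 or 72 hr compound exposure of NIH 3T3 cells seeded at 400 cells/well in 1536-well format; quantitative HTS.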
GPT2 inh: GPT2 alanine aminotransferase inhibition. Q8TD30. Recombinant GPT2, coupled pyruvate oxidase/HRP Amplex Red fluorescence. Potency, µM (series often up to 57.7 µM), for the others: at the highest dose activity change, negative = inhibition, most hits filed as inhibitors. 0.25% of 100,000 active; further: potency means the concentration at half of the fitted maximal effect; nearly all actives have a fitted effect of over 60% in size; many of its hits are not listed in these tables
Target sequence (Q8TD30 whole entry, looked up): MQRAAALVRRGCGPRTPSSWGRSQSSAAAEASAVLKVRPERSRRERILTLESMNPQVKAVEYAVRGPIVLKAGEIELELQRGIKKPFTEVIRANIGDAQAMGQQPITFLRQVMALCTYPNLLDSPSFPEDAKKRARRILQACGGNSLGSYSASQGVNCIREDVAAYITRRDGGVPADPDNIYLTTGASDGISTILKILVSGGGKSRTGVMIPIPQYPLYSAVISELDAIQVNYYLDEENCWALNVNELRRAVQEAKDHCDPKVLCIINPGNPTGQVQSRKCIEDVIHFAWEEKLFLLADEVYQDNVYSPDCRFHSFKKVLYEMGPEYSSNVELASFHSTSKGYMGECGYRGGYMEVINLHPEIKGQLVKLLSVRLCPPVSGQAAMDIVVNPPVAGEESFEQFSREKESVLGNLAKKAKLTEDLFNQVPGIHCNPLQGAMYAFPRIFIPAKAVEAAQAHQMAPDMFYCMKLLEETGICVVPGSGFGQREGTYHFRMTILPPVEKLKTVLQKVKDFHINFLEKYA
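Recombinant GPT2 (10ng/uL) with 250uM a-KG and 2mM L-alanine, 30 min at room temperature, in HEPES pH 7.5 buffer. Pyruvate detected by pyruvate oxidase/HRP/Amplex Red fluorescence after 30 min in the dark; AOA (50uM) as positive control.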
HEK293 viab: reduces viability of HEK-293 SNCA reporter cells | HEK-293-SNCA-luc viability, GF-AFC fluorescence, 24 h | Potency, µM (titrated, usually from 57.1 µM), for inactives: top-dose activity change, negative = cytotoxicity, usual class: cytotoxic | 0.12% of 150,000 active | AID 1671193;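 further: potency means the concentration at half of the fitted maximal effect; 0% = DMSO-treated cells and -100% = medium-only wells without cells; nearly all actives have a fitted effect of over 30% in size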
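Cytotoxicity counterscreen: after 24 h compound treatment of genome-edited SNCA-luciferase HEK-293 cells, live-cell protease substrate GF-AFC read by fluorescence after 30 min; activity scaled between DMSO (0%) and medium-only (-100%), curves Hill-fitted.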
Luciferase inh: Photinus pyralis luciferase inhibition. purified P. pyralis luciferase, luminescence, biochemical. Potency, µM (series often up to 115 µM), for inactives: top-dose activity change, negative = inhibition, most hits filed as inhibitors. 2.5% of 76,000 active; further: potency means the concentration at half of the fitted maximal effect; nearly all actives have a fitted effect of over 65% in size
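Purified 10nM P. pyralis luciferase with 10uM D-luciferin and 10uM ATP in 50mM Tris acetate pH 7.5, 10mM Mg acetate, 0.01% Tween-20, 0.05% BSA. qHTS titration; luminescence read by CCD imager.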
HEK293 tox: cytotoxic compounds in HEK 293 cells. Potency, µM (highest dose often 115 µM), inactives show at the top dose activity change, negative = cytotoxicity, hits mostly inhibitors. HEK 293 viability, ATP luminescence (CellTiter-Glo), 48-72 h. 6.6% of 94,000 active; further: potency means the concentration at half of the fitted maximal effect; nearly all actives have a fitted effect of over 60% in size
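Pintool-delivered compounds were incubated with HEK 293 cells (250 cells/well) at 37 degree Celsius for 48 or 72 hr. ATP-dependent luminescence (CellTiter-Glo) then reported remaining viable cells.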
IP6K1 inhibitor: blocks human inositol hexakisphosphate kinase 1; Q92551; IP6K1 kinase, ADP-Glo luminescence, 2 h; hits give low values; activity change, % (series mostly up to about 58 µM); 0.81% of 140,000 active; AID 1645851; in the data active means activity change below about -25%
Target sequence (Q92551 whole entry, looked up): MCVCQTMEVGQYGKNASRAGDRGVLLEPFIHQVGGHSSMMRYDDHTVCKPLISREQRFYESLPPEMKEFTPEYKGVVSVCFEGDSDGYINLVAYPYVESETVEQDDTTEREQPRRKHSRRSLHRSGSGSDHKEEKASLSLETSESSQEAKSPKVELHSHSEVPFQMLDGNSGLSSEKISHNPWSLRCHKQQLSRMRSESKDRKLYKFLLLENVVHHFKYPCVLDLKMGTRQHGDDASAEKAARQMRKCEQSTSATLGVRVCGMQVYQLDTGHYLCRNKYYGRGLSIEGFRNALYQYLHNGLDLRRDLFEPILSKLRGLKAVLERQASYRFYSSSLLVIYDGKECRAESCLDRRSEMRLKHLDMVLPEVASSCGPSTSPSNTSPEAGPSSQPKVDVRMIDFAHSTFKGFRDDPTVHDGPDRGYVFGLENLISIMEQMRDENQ
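ADP-Glo luminescence measures ADP made by human IP6K1 during a 2 h RT reaction with ATP/IP6 (mix at 1.3 mM/130 uM); top library doses 57.5 and 19.1 uM final.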
* marks the source's active call; other numbers are inactive results; [ ] = dose if it differs, or a comment. Unless noted, the call rests on the fitted dose curve; in most records, active means well fitted curve in the direction sought with a large enough effect; inconclusive means small, poorly fitted or top-dose-only effect, or another doubt; inactive means no such curve, though single readings can be large; an effect the other way counts as inactive or inconclusive. Unless noted, on the % scale 0 is the no-effect control and ±100 the full control effect.

`NS(=O)(=O)c1ccc(CCNC(=O)CCCCCn2c(=O)[nH]c3ccccc3c2=O)cc1` gave SNCA expr inh 35.8%[activator], HEK293 viab 4.7% and IP6K1 inhibitor -9.6.
Cn1nccc1C(=O)N1CCC(N2C(=O)C3(CCCCC3)C2c2ccccc2)CC1 (centres undefined) was read as SNCA expr inh 22.7%, 3T3 cytotox inconclusive, GPT2 inh -3.5%, HEK293 viab 2.5%[12.5 µM], Luciferase inh 10.0%, HEK293 tox inconclusive and IP6K1 inhibitor 11.8.
Screening O=C(c1cccnc1)N1CCC2(CC1)CC(c1cccc(C(F)(F)F)c1)=NO2 returned 3T3 cytotox -25.4%, HEK293 tox inconclusive and IP6K1 inhibitor 22.7.
`CCCC1COCCN1C(=O)c1cccc(CC2CCNCC2)c1` (centres undefined) gave SNCA expr inh 26.3%, 3T3 cytotox inactive, GPT2 inh inactive, HEK293 viab inconclusive, Luciferase inh 0.5%, HEK293 tox -4.8% and IP6K1 inhibitor -3.3.
For CCc1noc(-c2cn(C3CCCN(C(=O)c4cccc(Cl)c4)C3)nn2)n1 (centres undefined) the results were SNCA expr inh -12.8%, 3T3 cytotox inconclusive, GPT2 inh -12.4%, HEK293 viab 9.5%, Luciferase inh 6.1%, HEK293 tox inconclusive and IP6K1 inhibitor 0.5.
CCCN(C(=O)Cc1nc(-c2ccc(OC)cc2)no1)c1ccccc1C was read as SNCA expr inh -19.6%, HEK293 viab -8.4% and IP6K1 inhibitor -6.9.
For Cc1cccc(CC(=O)N2[C@@H]3CC[C@H]2CC(NC(=O)c2ccc(F)cc2)C3)c1 (some centres undefined) the results were SNCA expr inh 10.0%, 3T3 cytotox -8.2%, GPT2 inh 1.3%, HEK293 viab -5.1%, Luciferase inh -6.6%, HEK293 tox -3.1% and IP6K1 inhibitor 21.2.
CCCc1nn2c(=O)cc(COC(=O)c3cccc(NC(=O)c4cccs4)c3)nc2s1 was read as SNCA expr inh -15.3%, HEK293 viab 2.3% and IP6K1 inhibitor -1.9.
`CN1Cc2ncnc(N3CCN(c4ncccn4)CC3)c2CN(c2ccccc2)C1=O` gave SNCA expr inh -1.3%, 3T3 cytotox -16.4%, GPT2 inh 1.5%, HEK293 viab -15.9%, Luciferase inh -2.6%, HEK293 tox -6.1% and IP6K1 inhibitor -2.5.
For Cc1cnc(CC2CCCN(Cc3ccc(C#N)cc3)C2)n1C(C)C (centres undefined) the results were SNCA expr inh -2.4%, 3T3 cytotox -24.1%, GPT2 inh inactive, HEK293 viab -12.6%, Luciferase inh 1.5%, HEK293 tox inconclusive and IP6K1 inhibitor -7.4.

Structural class, the compounds so far with sulfur
`NS(=O)(=O)c1ccc(CCNC(=O)CCCCCn2c(=O)[nH]c3ccccc3c2=O)cc1` gave SNCA expr inh 35.8%[activator], HEK293 viab 4.7% and IP6K1 inhibitor -9.6.
CCCc1nn2c(=O)cc(COC(=O)c3cccc(NC(=O)c4cccs4)c3)nc2s1 was read as SNCA expr inh -15.3%, HEK293 viab 2.3% and IP6K1 inhibitor -1.9.

The main list resumes; the two compounds before the break are reprinted first.
`CN1Cc2ncnc(N3CCN(c4ncccn4)CC3)c2CN(c2ccccc2)C1=O` gave SNCA expr inh -1.3%, 3T3 cytotox -16.4%, GPT2 inh 1.5%, HEK293 viab -15.9%, Luciferase inh -2.6%, HEK293 tox -6.1% and IP6K1 inhibitor -2.5.
For Cc1cnc(CC2CCCN(Cc3ccc(C#N)cc3)C2)n1C(C)C (centres undefined) the results were SNCA expr inh -2.4%, 3T3 cytotox -24.1%, GPT2 inh inactive, HEK293 viab -12.6%, Luciferase inh 1.5%, HEK293 tox inconclusive and IP6K1 inhibitor -7.4.
Screening CCOC(=O)c1cc(S(=O)(=O)N2CCN(c3ccc(C(C)=O)cc3)CC2)[nH]n1 returned SNCA expr inh 20.2%, HEK293 viab 8.3% and IP6K1 inhibitor 40.5.
`OC[C@H]1O[C@@H](OCc2ccccc2)[C@H](O)[C@@H](O)[C@@H]1O` gave GPT2 inh inactive, HEK293 viab inconclusive and IP6K1 inhibitor 0.7.
Screening O=C(c1ccoc1)N1CCC2(CCN(Cc3ccccn3)CC2)C(CO)C1 (centres undefined) returned SNCA expr inh -15.3%, 3T3 cytotox -0.1%, GPT2 inh 3.3%, HEK293 viab -15.8%, Luciferase inh 8.0%, HEK293 tox 3.3% and IP6K1 inhibitor 4.2.
For CCOC(=O)c1oc2c(c1C)-c1nn(Cc3c(F)cccc3Cl)cc1CC2 the results were SNCA expr inh -6.3%, HEK293 viab 3.2% and IP6K1 inhibitor -18.1.
`O=C(Cc1ccccc1Cl)NC1CCN(c2cc(-c3cccs3)[nH]n2)C1` (centres undefined) gave SNCA expr inh inconclusive, 3T3 cytotox 20µM*, GPT2 inh inconclusive, HEK293 viab inconclusive, Luciferase inh 2.7%, HEK293 tox inconclusive and IP6K1 inhibitor 2.9.
For CN(C)c1cccc(-c2cc(C(=O)NCCc3ccccn3)c3c(c2)ncn3C)c1 the results were SNCA expr inh 19.1%[87.6 µM], 3T3 cytotox inconclusive, GPT2 inh inactive, HEK293 viab -5.5%[87.6 µM], Luciferase inh -19.3%[172 µM], HEK293 tox inconclusive and IP6K1 inhibitor 20.8.
`Cc1nn(-c2ccccc2)c2c1C(C)N(CC1CN([S+](=O)([O-])c3cccc(C(F)(F)F)c3)C1)C2=O` (centres undefined) gave 3T3 cytotox inconclusive, HEK293 tox inconclusive and IP6K1 inhibitor 15.1.
Cc1ncc2c(c1CNC(=O)c1ccccc1F)CCN(C(=O)Cc1ccc(F)c(F)c1)C2 was read as SNCA expr inh -21.5%, 3T3 cytotox -0.8%, GPT2 inh -8.2%, HEK293 viab inconclusive, Luciferase inh 2.9%, HEK293 tox 3.0% and IP6K1 inhibitor 5.2.
Screening CCCNC(=O)c1ccc2c(c1)N=C(CCC)c1ccccc1S2 returned SNCA expr inh inconclusive, HEK293 viab -21.0% and IP6K1 inhibitor 8.8.
CC1=C[C@@H](CNC(=O)CC2(CC(=O)O)CCCC2)[C@H](C(C)C)C[C@H]1Cc1nc2ccccc2[nH]1 was read as SNCA expr inh inconclusive, 3T3 cytotox -4.5%, GPT2 inh 1.3%, HEK293 viab -9.2%, Luciferase inh -0.4%, HEK293 tox 0.7% and IP6K1 inhibitor -3.8.
Cc1cn(C)c(CC(=O)Nc2cccc(Cl)c2C)c1C(=O)O was read as SNCA expr inh 47.2%[activator], HEK293 viab 3.5% and IP6K1 inhibitor 20.2.
Screening Cc1ccc(C(=O)N2C[C@H](c3nc(-c4ccccc4)no3)[C@@H](C)C2)cn1 returned SNCA expr inh 1.1%, 3T3 cytotox inconclusive, GPT2 inh inactive, HEK293 viab -17.9%, Luciferase inh -17.2%, HEK293 tox inconclusive and IP6K1 inhibitor 1.8.
Screening Cc1cc(C(=O)N2CC[C@H](NC(=O)c3cnccn3)C[C@H]2C(=O)N[C@H](Cc2ccccc2)C(N)=O)n(C)n1 returned SNCA expr inh -16.0%, 3T3 cytotox -13.6%, GPT2 inh inconclusive, HEK293 viab -0.1%, Luciferase inh 0.4%, HEK293 tox 0.6% and IP6K1 inhibitor -0.7.
Screening COCc1nc(C2CCN(C(=O)NCC(=O)OC)C2)no1 (centres undefined) returned SNCA expr inh 8.2%, 3T3 cytotox inactive, GPT2 inh -13.5%, HEK293 viab 10.4%, Luciferase inh -9.1%, HEK293 tox -10.5% and IP6K1 inhibitor 0.1.
Screening CCC(C)NC(=O)Cn1cccc1-c1nc(-c2ccc(OC)c(F)c2)no1 (centres undefined) returned SNCA expr inh 4.0%, 3T3 cytotox inconclusive, GPT2 inh 1.3%, HEK293 viab -5.5%, Luciferase inh 5.7%, HEK293 tox inconclusive and IP6K1 inhibitor -5.9.
Cc1c(NC(=O)c2ccco2)cccc1C(=O)N1CCn2nc(C(=O)O)cc2C1 was read as SNCA expr inh -4.0%, 3T3 cytotox -17.1%, GPT2 inh inactive, HEK293 viab 2.0%, Luciferase inh -21.7%, HEK293 tox -17.0% and IP6K1 inhibitor 9.7.
CC(NC(=O)C(C)(C)C)C(=O)N1CCN(c2ccccn2)CC1 (centres undefined) was read as SNCA expr inh 4.9%, 3T3 cytotox inactive, GPT2 inh -2.0%, HEK293 viab 12.4%, Luciferase inh -6.9%, HEK293 tox -0.1% and IP6K1 inhibitor 7.4.
Screening COc1cccc(-n2c(SCC(=O)N3CCCc4ccccc43)nc3c([nH]c4ccccc43)c2=O)c1 returned SNCA expr inh 14.5%, HEK293 viab 3.4% and IP6K1 inhibitor -2.2.
For C[C@@]1(c2ccccc2)CCCCN1C(=O)c1cnc2c(c1)N([S+](=O)([O-])c1cccnc1)CCC2 the results were SNCA expr inh -3.0%, 3T3 cytotox -24.8%, GPT2 inh inactive, HEK293 viab 3.5%, Luciferase inh -6.2%, HEK293 tox inconclusive and IP6K1 inhibitor -5.8.
O=C(NCc1ccccc1)C1CCCN1C(=O)c1cccc(-c2cccnc2)c1 (centres undefined) was read as 3T3 cytotox -8.2%, HEK293 tox -4.2% and IP6K1 inhibitor -10.5.
Screening Cc1cccc(NC(=O)N2C[C@@H](F)C[C@H]2C(=O)N2CCCCC2)c1C returned SNCA expr inh 12.6%, 3T3 cytotox -19.0%, GPT2 inh inactive, HEK293 viab 2.1%, Luciferase inh 13.5%, HEK293 tox 13.4% and IP6K1 inhibitor 0.0.
For O=[N+]([O-])c1ccc(/C=N\O)o1 the results were SNCA expr inh -13.9%[25.6 µM], GPT2 inh 4.4%, HEK293 viab -3.5%[23.9 µM] and IP6K1 inhibitor 17.0.
`Cc1ccc(CN(C(=O)COc2ccc(Cl)cc2Cl)C2CCS(=O)(=O)C2)o1` (centres undefined) gave SNCA expr inh -4.0%, HEK293 viab -20.9% and IP6K1 inhibitor 4.2.
Screening N#Cc1c(NC(=O)CS(=O)(=O)c2ccc(Cl)cc2)sc2c1CCCCC2 returned SNCA expr inh -20.7%, HEK293 viab 2.8% and IP6K1 inhibitor 10.4.
O=c1[nH]cnc2c([C@@H]3N[C@H](CO)[C@@H](O)[C@H]3O)c[nH]c12 was read as GPT2 inh 1.6%, HEK293 viab 18.4% and IP6K1 inhibitor 1.3.
For CCN(CC)CCNC(=O)c1cn(CC)c2ccc(S(=O)(=O)N3CCc4ccccc4C3)cc2c1=O the results were SNCA expr inh 20.5%, HEK293 viab -6.6% and IP6K1 inhibitor -4.0.
Screening Cc1ccc(-c2nc(-c3nnn4c3COC(c3ccccc3Cl)C4)no2)s1 (centres undefined) returned SNCA expr inh 149.1%[activator], 3T3 cytotox -23.5%, GPT2 inh 1.5%, HEK293 viab -5.9%, Luciferase inh -3.0%, HEK293 tox -21.8% and IP6K1 inhibitor -6.0.
